Screening results: PubChem BioAssay, several laboratories
MazF activator: MazEF (E. coli) toxin RNase activation. 0.32% of 350,000 active. P0AE70. FAM/BHQ RNA-DNA oligo cleavage fluorescence, 5 h. activation, % at 20 µM; in the data active = activation above about 50%
Target sequence (P0AE70 whole entry, looked up): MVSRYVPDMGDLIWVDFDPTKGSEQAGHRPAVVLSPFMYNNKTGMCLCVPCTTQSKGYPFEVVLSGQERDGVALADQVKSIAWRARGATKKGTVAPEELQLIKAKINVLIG
SARS 3CLpro inh: SARS-CoV 3CLpro protease inhibition. 0.14% of 290,000 active. recombinant SARS-CoV 3CLpro, quenched FRET peptide cleavage. AID 1706. P0C6X7. inhibition, % at 6 µM; in the data active = inhibition above about 12%
VHR inh abs: blocks human VHR1 dual specificity phosphatase | inhibition, % at 13.3 µM | AID 1654 | recombinant VHR phosphatase, pNPP absorbance | 0.52% of 290,000 active; in the data active = inhibition above about 50%; also: some compounds called inactive have numbers as strong as hits
Target sequence (P51452 whole entry, looked up): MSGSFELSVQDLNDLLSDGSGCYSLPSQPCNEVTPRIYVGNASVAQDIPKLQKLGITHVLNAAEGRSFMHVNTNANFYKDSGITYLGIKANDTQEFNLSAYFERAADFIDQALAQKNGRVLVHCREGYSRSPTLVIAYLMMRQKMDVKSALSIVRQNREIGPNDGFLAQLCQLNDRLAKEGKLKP
CCHF vOTU inh: blocks the CCHF virus ovarian tumor domain protease; CCHFV vOTU protease, Pep-AMC fluorescence; inhibition, % at 11.5 µM; 0.55% of 370,000 active; AID 651958; in the data active = inhibition above about 30%; also: 0% = vehicle wells with enzyme and 100% = no enzyme wells
PriA SSB inh: blocks PriA binding to SSB C-terminal tail; AlphaScreen SSBct-PriA binding, biotinylated peptide; inhibition, % at 33 µM; 0.6% of 430,000 active; in the data active = inhibition mostly above about 37%, no sharp cut-off; inactive = mostly below about 20%;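 also: plate controls were negative control peptide for no effect and reference peptide for full effect; strong numbers were not always called active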
PrPC TRFRET: inhibitors of human cell surface prion protein PrPC; P04156; TR-FRET read-out; inhibition, % at 13.8 µM; 0.43% of 370,000 active; AID 720596; in the data active = inhibition above about 24%; also: 0% = median of the test wells and 100% = reference compound wells
BoNT-F LC inh: inhibitors of Botulinum neurotoxin F light chain protease | 0.22% of 360,000 active | Multiplex microsphere protease cleavage assay, flow cytometry | inhibition, % at 10 µM; in the data active = inhibition above about 35%, passing the limit was not always enough; inconclusive = no clear call, values can overlap the other calls; also: plate controls were buffer without enzyme for full effect and enzyme alone for no effect
BoNT A protease: blocks Botulinum neurotoxin A light chain protease; multiplex microsphere protease substrate cleavage, flow cytometry; AID 588499; 0.17% of 360,000 active; inhibition, % at 10 µM; also: plate controls were buffer without enzyme for full effect and enzyme alone for no effect
Rv3671c inh: inhibitors of M. tuberculosis serine protease Rv3671c; P9WHR9; inhibition, % at 5.96 µM; 0.048% of 320,000 active; in the data active = inhibition above about 38%;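 also: extracellular domain of Rv3671c used as enzyme; 0% = enzyme with DMSO and 100% = no enzyme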
Target sequence (P9WHR9 whole entry, looked up, the tested form may be a part): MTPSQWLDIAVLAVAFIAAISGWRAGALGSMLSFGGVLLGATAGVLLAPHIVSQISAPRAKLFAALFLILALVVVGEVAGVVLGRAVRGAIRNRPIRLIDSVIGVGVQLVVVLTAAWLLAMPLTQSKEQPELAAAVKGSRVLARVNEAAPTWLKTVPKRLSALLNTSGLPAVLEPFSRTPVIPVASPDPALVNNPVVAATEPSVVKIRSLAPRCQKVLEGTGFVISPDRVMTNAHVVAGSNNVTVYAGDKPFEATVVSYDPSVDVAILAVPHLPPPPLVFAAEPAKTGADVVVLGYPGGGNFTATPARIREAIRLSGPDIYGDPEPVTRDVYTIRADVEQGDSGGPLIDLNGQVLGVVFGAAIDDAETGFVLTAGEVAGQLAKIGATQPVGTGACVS
Anthrax LF inh2: anthrax lethal factor protease inhibition; multiplex microsphere protease cleavage assay, LF; inhibition, % at 10 µM; 0.12% of 360,000 active; AID 588501; also: plate controls were buffer without enzyme for full effect and enzyme alone for no effect
* = called active by the depositor; i = inactive; ? = inconclusive; · = no result given; & = joins results of further samples. Rule as the data show it, unless noted: active = inhibition above about 30%; inconclusive = no clear call, values can overlap the other calls; inactive = below that.

SMILES	MazF activator	SARS 3CLpro inh	VHR inh abs	CCHF vOTU inh	PriA SSB inh	PrPC TRFRET	BoNT-F LC inh	BoNT A protease	Rv3671c inh	Anthrax LF inh2
COc1ccccc1/C=C/C(=O)OC(C)CN1CCCCC1 (centres undefined)	4	1	9	-5	-15	0	?	2.0	-2	7
CCOC(=O)C1C(=O)CC(O)(c2ccccc2)CC1c1ccccc1 (centres undefined)	2	6	3	2	-17	6	-1	0.0	7	-1
CCN(CC)S(=O)(=O)c1ccc(N2CC(C(=O)NCCC3=CCCCC3)CC2=O)cc1 (centres undefined)	3	·	·	5	-1	3	-9	-0.5	4	0
CCOc1ccc(CCNC(=O)COC(=O)Cc2c[nH]c3ccccc23)cc1OCC	-3	·	·	-3	12	3	-8	-0.9	-5	-1
COc1ccc(NC(=O)c2cc(-c3ccc(F)cc3OC)n[nH]2)cc1OC	·	·	·	-1	·	5	-1	0.1	·	-5
COC(=O)[C@]1(C)N[C@H](CN(C)C(=O)Nc2ccccc2)[C@@H]2C(=O)N(C)C(=O)[C@@H]21	-11	·	·	-1	-1	-2	-2	-0.5	3	-2
CCC(C)C(NC(=O)OCc1ccccc1)C(=O)OCN1C(=O)c2ccccc2C1=O (centres undefined)	0	-4	19	23	-2	0	-8	0.6	-13	0
CCC[C@@H](NS(=O)(=O)c1ccc(C)cc1)C(=O)Oc1ccc2c3c(c(=O)oc2c1)CCC3	2	3	9	-282	-7	9	-1	0.2	-8	-2
COc1ccc2c(c1OC)C(=O)N(c1ccc(C)cc1)C2	-3	0	17	-7	-4	3	-2	-1.0	-1	-5
COc1cc(NC(=O)c2cnc(N)o2)cc(C(=O)Nc2cccc(C(F)(F)F)c2)c1	7&3	·	19	1&-2	8	18&7	-2&-13	-0.1&-0.6	-77	-9&3
COc1ccc(C2=C(C=C(C#N)C#N)C(c3ccccc3C)c3ccccc3O2)cc1OC (centres undefined)	2	1	11	-11	12	1	-6	0.0	-11	-2
CCOc1ccc(NC(=S)N(CCc2c(C)[nH]c3ccccc23)Cc2cccnc2)cc1	8	-3	-4	0	16	-9	-2	-0.1	2	-8
NS(=O)(=O)c1ccc(CCNC(=O)c2ccc(=O)[nH]c2)cc1	0	-9	12	24	-11	2	3	1.3	1	2
Cc1cc2ccccc2n1CCNC(=O)COc1ccc2ccccc2c1	-1	6	-2	9	17	45*	-128	61*	3	-101
CCCCN(C(C)=O)c1c(N)n(CCC)c(=O)n(CC(=O)Nc2cc(Cl)cc(Cl)c2)c1=O	6	0	2	-2	-3	5	2	-0.2	-6	0
Cc1ccc(CNC(=O)CN(C)S(=O)(=O)c2ccc3c(c2)n(C)c(=O)c(=O)n3C)cc1	10	0	17	·	4	·	0	0.4	8	-2
CN(C(=O)c1cccc(NC(=O)Cc2cccc(NC(=O)C3CCN(C(=O)C4CCC4)CC3)c2)c1)C1CC1	10	·	·	-3	-3	2	-4	-0.2	·	3
CCOC(=O)[C@@H]1[C@H]2COc3cc(OC)ccc3[C@@H]2N2C(=O)N(c3ccc(F)cc3)C(=O)[C@]12C	9	-2	-14	6	-10	-4	2	-0.3	-3	4
COc1ccc(OCC(=O)NNC(=O)c2cccnc2)cc1	4	4	1	3	-16	-4	6	-1.6	-5	2
CC(=O)NC(c1ccccc1)c1nc(-c2ccc(F)c(Cl)c2)cs1 (centres undefined)	·	·	·	0	·	-3	2	-0.2	·	-3
CCOc1ccc(NC(=O)Nc2ccc(Br)cn2)cc1	-9	1	13	6	82*	9	48*	3.8	6	1
Cc1cc(=O)n(C)c2ccc(S(=O)(=O)N3CCOCC3)cc12	7	2	-2	-10	-13	-5	?	-2.6	-4	15
COC(=O)c1c(NC(=O)CSc2nccn2C)sc(C)c1C	-3	·	·	8	8	7	2	0.4	8	-2
CC1CCC(=NO)C(=NO)C1 (centres undefined)	4	·	·	-10	-2	0	3	0.5	·	-2
Cc1onc(-c2ccccc2Cl)c1C(=O)N1CCN(C)CC1	8	1	7	-1	-1	-4	-38	-5.4	6	-10
COc1ccc(OC)c(CNc2ccc([N+](=O)[O-])cc2C)c1	0	1	12	11	13	-4	-8	0.4	8	7
O=C(CN(CC1CCCO1)C(=O)CCC(=O)Nc1nccs1)NCc1ccc2c(c1)OCO2 (centres undefined)	11	4	3	-1	3	6	6	0.1	2	0
Cc1ccc(-c2cnc3c(c2)C(=O)N([C@H](C)CO)C[C@H](C)[C@@H](CN(C)Cc2ccccc2F)O3)cc1	4	·	·	11	·	-5	-4	-0.4	·	-2
Cc1ccc(Nc2c(-c3ccccc3O)nc3ncccn23)cc1	7	0	0	1	-10	15	-7	-0.8	9	-9
Cn1ccnc1C(=O)c1cc(SCC(=O)NCc2ccccc2)nc2ccccc12	15	6	29	9	3	13	0	-1.3	-5	-10

Compounds shown so far containing an aryl thioether with sulfur outside any ring:
SMILES	MazF activator	SARS 3CLpro inh	VHR inh abs	CCHF vOTU inh	PriA SSB inh	PrPC TRFRET	BoNT-F LC inh	BoNT A protease	Rv3671c inh	Anthrax LF inh2
COC(=O)c1c(NC(=O)CSc2nccn2C)sc(C)c1C	-3	·	·	8	8	7	2	0.4	8	-2
Cn1ccnc1C(=O)c1cc(SCC(=O)NCc2ccccc2)nc2ccccc12	15	6	29	9	3	13	0	-1.3	-5	-10

(further entries)
SMILES	MazF activator	SARS 3CLpro inh	VHR inh abs	CCHF vOTU inh	PriA SSB inh	PrPC TRFRET	BoNT-F LC inh	BoNT A protease	Rv3671c inh	Anthrax LF inh2
COc1ccc(/C=N/N2C(=N)SCC2=O)cc1	-7	2	13	11	i	-2	-3	-1.0	1	5
CC(C)c1ccc(NC2CCCN(C(=O)CCN3Cc4ccccc4C3=O)C2)cc1 (centres undefined)	8	4	18	11	9	2	-2	-1.7	10	-2
C=CCc1ccccc1Oc1cc(OC)nc(N)n1	9	·	·	-1	-11	3	·	·	·	·
COc1cc(N)c(Cl)cc1C(=O)OCC(=O)c1ccc2c(c1)NC(=O)CO2	12	·	·	-8	9	-4	6	-2.7	-12	0
CCCCNC(=O)CS(=O)Cc1nc(-c2cccs2)oc1C (centres undefined)	-8	5	-18	5	-6	1	-2	0.8	-6	-11
Cc1ccc(C(=O)C2=C(O)C(=O)N(Cc3cccnc3)C2c2cccc([N+](=O)[O-])c2)o1 (centres undefined)	6	-7	37	10	-13	-3	-9	-2.9	2	-4
CN1Cc2sc(N)c(C#N)c2CC1(C)C	-5	-1	21	-12	11	-12	-3	22	-12	24
CS(=O)(=O)c1ccc(Cl)c(C(=O)OCC(=O)NC2CCCCCCC2)c1	9	·	·	10	-15	1	-10	0.5	-6	-9
Clc1ccc(CSc2nnc(-c3ccccn3)n2Cc2ccco2)cc1Cl	·	·	·	20	·	-9	-3	-0.4	·	-7
O=C(COc1ccc(Br)cc1CNC1CCCCC1)NCCc1ccccc1	10	1	10	-4	2	-6	-1	1.4	-2	-4
Cc1ccc(OCC(=O)N2CCN(C(=O)c3ccc([N+](=O)[O-])cc3)CC2)cc1	-9	-3	13	-9	-19	-25	3	-0.1	6	-2
CCC(C)N1C(=O)CN(C2CCCCCC2)C(=O)C1c1ccccc1F (centres undefined)	-3	2	8	-6	-2	7	0	-1.1	2	2
Cc1nnc(SCC(=O)NC2CCCCC2)[nH]c1=O	9	-8	-8	-16	-3&-15	0	0	-1.3	0	0
CCNC(=O)OCCC12CC3CC(CC(C3)C1)C2	-8	6	23	9	-18	6	22	0.0	-13	0
CN(Cc1ccccc1)Cc1nc2c(c(=O)n(C)c(=O)n2C)n1CCCc1ccccc1	5	-3	-12	11	-10	-5	-5	-1.0	-6	-4
COc1ccc2cc(C(=O)N3CCN(c4cccc(C)c4C)CC3)[nH]c2c1	-4	0	9	6	-8	-4	-5	0.9	·	4
COc1ccnc(Oc2ccccc2)c1C(=O)N/C=N/OCc1ccccc1F	-6	-6	22	16	·	-1	13	1.7	6	-3
CC(O)CSc1nc2c(c(=O)[nH]c(=O)n2C)n1Cc1ccccc1 (centres undefined)	-3	1	0	-9	-18	-4	-2	-2.5	-3	-5
COC(=O)c1cccc(C23CC4(C2)[C@H](CN(Cc2ccc(C(F)(F)F)cc2)[C@@H]4c2ccccc2)C3c2ccccc2)c1 (some centres undefined)	-20	·	19	·	-7	·	-13	-0.8	-7	0
Cn1c(SCc2nc3ccccc3[nH]2)nnc1-c1ccccn1	-4	-2	-17	9	2	2	8	0.4	-1	-4
COc1ccc(Cl)cc1NC(=O)CN(C)C(=O)c1ccc(COc2ccccc2)cc1	-5	·	·	21	-20	5	4	-0.5	-5	0
CCC(=O)Nc1ccc(S(=O)(=O)Nc2c(C)nc3nc[nH]n3c2=O)cc1	8	0	4	-4	-3	7	4	0.5	-3	7
O=c1nc2c(-c3cccc(Br)c3)n[nH]n2c2ccccc12	9	-2	6	4	-7	5	7	0.1	-6	-4
CCc1ccc(-n2nc3cc(C)c(N)cc3n2)cc1	4	2	30	-33	-22	-4	?	-0.8	-4	6
Cc1ccccc1OCCn1c(=O)oc2ccccc21	0	-10	15	-5	-22	-3	6	-0.1	-1	-9
CCOC(=O)C(O)(c1ccc(NC(=O)c2ccco2)c(OC)c1)C(F)(F)F (centres undefined)	-1	4	4	8	-13	-4	-21	-0.2	0	3
COC(=O)c1cn(NC(=O)Cn2nc([N+](=O)[O-])c(Cl)c2C)c(=O)c2ccccc12	-1	-2	20	8	-6	3	-5	-1.0	1	-4
C=CCN1C(=O)C(Cc2ccc(F)cc2)S/C1=N/N=C/c1cccs1 (centres undefined)	11	3	3	5	·	-9	-2	-0.2	0	-2
Cc1ccnc(SCC(=O)c2cccc([N+](=O)[O-])c2)n1	4	-2	-2	4	9	-3	0	0.4	-5	0
O=C(NCCc1nnc2ccc(NCc3ccccc3Cl)nn12)c1ccccc1	0	-2	-17	-8	-1	-5	2	-0.7	-5	-5
CC(C)(C)c1ccc(OC(=O)c2ccc3nsnc3c2)cc1	7	-1	24	-4	4	-7	2	-0.3	3	3
Cc1cccc(OCC(=O)Nc2ccc(S(=O)(=O)Nc3ccccn3)cc2)c1	5	-9	5	5	-13	-1	1	0.7	3	-3
CCn1c(SCc2c(F)cccc2Cl)nnc1-c1ccco1	0	4	-18	4	0	-9	-3	-0.3	-2	-6
Cn1c(SCC(=O)O)nc2sc3c(c2c1=O)CCC3	4	1	4	18	-10	-2	?	-4.3	·	2
CCN(CC)CCNC(=O)c1ccc(NC(=O)c2ccc(F)cc2)cc1	-1	-2	30	16	-20	2	-2	0.7	8	-6
Cc1ccc(/C=N/Nc2ccc(C(=O)O)cc2)s1	-30	2	7	5	·	-3	-6	-1.1	-4	-2
CCOC(=O)CSc1cc(CS(=O)c2ccc(Cl)cc2)nc(-c2ccccc2)n1 (centres undefined)	-7	2	24	7	0	1	2	0.2	-5	-4
O=C1N=c2ccccc2=C1c1sc(Nc2cccc(O)c2)nc1O	8	-2	-4	-8	6	-12	?	?	5	-8
CCOc1ccccc1NC(=O)c1ccc(S(=O)(=O)N(C)c2ccccc2)cc1	0	·	·	13	-14	-9	-8	-0.4	-5	-13
CCCCN1C(=O)/C(=c2\sc3nc(=O)c(-c4ccccc4)nn3c2=O)c2ccccc21	12	-2	23	17	·	-7	6	1.0	-16	-1
CCN(CC)C(=O)CSc1nc2cc(OC)c(OC)cc2c(=O)n1Cc1ccc(Cl)cc1	0	7	24	-5	-7	-5	-3	0.5	-9	-14
O=C1C2(c3ccccc3)CN(CCCO)CC1(c1ccccc1)CN(CCCO)C2	5	-2	30	-17	-10	-8	-3	-0.6	-1	-3

Quoted from the listing:
Cc1ccnc(SCC(=O)c2cccc([N+](=O)[O-])c2)n1 in BoNT A protease = 0.4
CCc1ccc(-n2nc3cc(C)c(N)cc3n2)cc1 in BoNT A protease = -0.8
CCCCNC(=O)CS(=O)Cc1nc(-c2cccs2)oc1C (centres undefined) in CCHF vOTU inh = 5

Not all compounds are listed; rates above refer to the full screens.
